Screening data: PubChem BioAssay, several laboratories
PGE2 EP2 inh: human EP2 receptor antagonists, primary screen, TR-FRET cAMP, C6 glioma cells; C6 glioma cells expressing human EP2; cells stimulated with saturating PGE2; Prostaglandin E2 receptor EP2 subtype (Homo sapiens), P43116; 260,000 tested, 0.52% active; AID 1422, 2008; inhibition, % at 25 µM;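 active means percent inhibition above 40 after rounding to a whole number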;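 further: rat C6 glioma host cells with rolipram phosphodiesterase inhibitor present; the protocol text gives 20 µM as final concentration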
14-3-3 Bad inh: inhibitors of 14-3-3 zeta/Bad binding, primary screen, biochemical, TR-FRET, bovine 14-3-3 zeta; TR-FRET 14-3-3zeta/Dy647-pBad peptide displacement, 1 h; inhibition, % at 21.7 µM; 220,000 tested, 0.71% active; AID 781, 2007;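 active means inhibition above about 70%, limit read from the data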;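 further: 0% = full 14-3-3 plus peptide FRET controls and 100% = background without 14-3-3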
NPY1 pot ag: NPY-Y1 receptor potentiators or agonists, primary screen, cell-based. Neuropeptide Y receptor type 1 (Homo sapiens), P25929. NPY-Y1 expressing cells, potentiator/agonist activation. activation, % at 3.6 µM. 220,000 tested, 0.37% active; in the data active means activation above about 33%, passing the limit was not always enough;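 further: cells stimulated with NPY at EC10 then isoproterenol at EC100; 0% = low agonist plus stimulus and 100% = saturating agonist plus stimulus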
Target sequence (P25929 whole entry, looked up): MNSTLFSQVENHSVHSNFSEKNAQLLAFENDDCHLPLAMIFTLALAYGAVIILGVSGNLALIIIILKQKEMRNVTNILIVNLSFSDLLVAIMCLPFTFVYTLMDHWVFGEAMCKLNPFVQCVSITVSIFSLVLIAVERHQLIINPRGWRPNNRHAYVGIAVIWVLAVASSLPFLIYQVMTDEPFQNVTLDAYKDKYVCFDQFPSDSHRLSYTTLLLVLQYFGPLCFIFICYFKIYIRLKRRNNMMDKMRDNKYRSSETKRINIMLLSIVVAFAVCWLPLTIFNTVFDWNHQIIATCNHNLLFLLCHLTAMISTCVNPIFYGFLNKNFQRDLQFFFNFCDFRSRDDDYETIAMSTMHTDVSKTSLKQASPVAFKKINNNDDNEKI
CHOP inhibitor: inhibitors of CHOP promoter induction, primary screen, cell-based, unfolded protein response, luciferase reporter; CHO-K1 CHOP-promoter luciferase, tunicamycin-induced, 15-18 h; inhibition, % at 10 µM; 220,000 tested, 3.8% active;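 active means compounds that reduced the stress-induced luciferase reporter signal by more than about 70% of percent inhibition, limit read from the data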;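 further: 0% = tunicamycin plus vehicle and 100% = wells without tunicamycin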
NPY Y1 blocker: NPY-Y1 receptor antagonists, primary screen, cell-based; Neuropeptide Y receptor type 1 (Homo sapiens), P25929; 200,000 tested, 1% active; inhibition, % at 3.6 µM; HEK293-CNG Y1 cells, membrane potential fluorescence; NPY at EC95, then isoproterenol;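 active means inhibition above the campaign mean inhibition of all tested compounds plus 3 SD, cut at about 20% in these data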;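 further: 0% = DMSO wells given NPY plus isoproterenol and 100% = isoproterenol alone without NPY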
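Material: HEK293 Y1/CNG channel cell line; also added: NPY (25 nM), isoproterenol (1 µM), Ro 20-1724 (25 µM); doses: one concentration, 3.6 µM, in 0.4% DMSO; schedule: compound incubation 1 h at room temperature, readout 45 min post-stimulation; technique: membrane potential fluorescence; measure: fluorescence ratio normalized to % inhibition between controls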
TRPML3 ag: human TRPML3 channel agonists, primary screen, cell-based, HEK293 TRPML3-YFP, Fluo-8 calcium fluorescence, 3 µM. Mucolipin-3 (Homo sapiens), Q8TDD5. 100% = the carbachol control signal. activation, % at 3 µM. 220,000 tested, 0.29% active;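 active means activation above its plate's cutoff, the mean activation of the plate's test wells plus 3 SD, cut at about 12% in these data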;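 further: 0% = DMSO only wells and 100% = carbachol wells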
Target sequence (Q8TDD5 whole entry, looked up): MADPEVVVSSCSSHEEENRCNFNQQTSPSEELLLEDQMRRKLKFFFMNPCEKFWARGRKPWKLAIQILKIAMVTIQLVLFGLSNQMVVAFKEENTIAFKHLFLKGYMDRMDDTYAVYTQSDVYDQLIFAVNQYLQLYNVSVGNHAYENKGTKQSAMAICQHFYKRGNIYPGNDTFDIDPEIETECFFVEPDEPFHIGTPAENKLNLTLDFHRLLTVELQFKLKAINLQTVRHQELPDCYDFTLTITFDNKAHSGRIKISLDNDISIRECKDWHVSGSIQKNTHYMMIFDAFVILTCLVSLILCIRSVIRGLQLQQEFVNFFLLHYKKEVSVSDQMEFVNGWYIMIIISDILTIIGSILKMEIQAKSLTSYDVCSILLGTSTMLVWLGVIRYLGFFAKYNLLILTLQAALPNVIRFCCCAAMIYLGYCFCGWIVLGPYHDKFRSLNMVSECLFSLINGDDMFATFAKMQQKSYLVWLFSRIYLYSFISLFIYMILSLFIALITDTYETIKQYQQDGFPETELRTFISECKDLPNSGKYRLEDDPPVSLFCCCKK
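Test system – HEK293 line with stable expression of human TRPML3-YFP channel · Control set – carbachol 87 µM final as high control (100%), DMSO as low control (0%) · Signal – Fluo-8 calcium dye fluorescence, ex 470-495, em 515-575 nm · Incubation – 1-h 37 °C dye load, 5-s basal, 120-s post-compound reads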
TRPN1 ag: zebrafish TRPN1 channel agonists, primary screen, cell-based, HEK293, calcium fluorescence. transient receptor potential cation channel N1 (TRPN1/NompC), Danio rerio. HEK293 zebrafish TRPN1-YFP, Fluo-8 calcium fluorescence; 100% = response to 87 µM carbachol. activation, % at 3 µM. 220,000 tested, 0.18% active. AID 1424, 2008;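 active means activation above its plate's cutoff, the mean activation of test wells on that plate plus 3 SD, cut at about 19% in these data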;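 further: 0% = DMSO alone and 100% = 87 µM carbachol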
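Material: zebrafish TRPN1-YFP in HEK293 cells; Doses: single test compound dose, 3 µM nominal, 0.3% DMSO; Timing: dye loading 1 h at 37 °C, then 30 min room temperature; Technique: intracellular calcium fluorescence with Fluo-8; Benchmarks: high carbachol 87 µM, low DMSO alone.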
PPC-1+TRAIL kill: compounds killing PPC-1 cancer cells with TRAIL present, primary screen, TRAIL potentiator project, ATPLite luminescence, uHTS; PPC-1 cells + TRAIL, ATPLite viability luminescence; cell killing (% activity), % at 4 µM; 220,000 tested, 0.41% active;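 active means cell killing above 50% in the first pass at 4 µM, then a duplicate retest at 5 µM averaging 50% or more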;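 further: plate controls were cells with TRAIL plus DMSO for no effect and medium-only wells lacking cells for full effect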
EP2 mod: EP2 receptor modulators, cAMP readout, primary screen, cell-based, HTRF cAMP, PGE2 stimulation. Prostaglandin E2 receptor EP2 subtype (Homo sapiens), P43116. EP2-expressing cells, cAMP HTRF FRET, PGE2 co-stimulation. induction, % at 25 µM. 260,000 tested, 0.83% active. AID 940, 2007;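 active means compounds whose cAMP rise, as percent of the full-agonist control response, exceeds 60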;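 further: rat C6 glioma line stably carrying human EP2 under a CMV promoter; the protocol text gives 20 µM as final concentration; 100% = response of wells given 1 µM PGE2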
* marks the source's active call; other numbers are inactive results; . = no result given; & = joins results of further samples; [ ] = remark or other dose.

SMILES	PGE2 EP2 inh	14-3-3 Bad inh	NPY1 pot ag	CHOP inhibitor	NPY Y1 blocker	TRPML3 ag	TRPN1 ag	PPC-1+TRAIL kill	EP2 mod
CCC(c1nnnn1Cc1ccccc1)N1CCN(c2ccc(OC)cc2)CC1 (centres undefined)	8.6	-9.7	8.7	12.8	2.8	-0.4	0.0	16.9	-7.1
Cc1ccc(S(=O)(=O)N2CCOCC2)cc1NC(=O)CNCc1ccccn1	6.3	-3.4	-0.7	0.6	.	0.2	1.6	19.9	11.6
COc1ccccc1Nc1nc(N)nc(CN2CCOCC2)n1	11.4	2.5[fluorescence artefact?]	-3.8	-7.9	-0.5	0.5	-0.3	-8.0	15.9
CC(C)C(=O)Nc1cccc(NC(=S)NC(=O)C(c2ccccc2)c2ccccc2)c1	11.9	-13.4	-6.8	35.5	-6.8	1.1	2.1	13.2	44.4
Cc1ccsc1C(=O)OCC(=O)N1CCN(C(=O)c2ccco2)CC1	4.5	-27.6	1.7	1.6	3.4	0.3	1.6	34.5	31.2
O=C1CCCC(=O)N1c1ccc(N2CCN(c3ccccc3)CC2)c([N+](=O)[O-])c1	6.6	-15.1[fluorescence artefact?]	-4.6	11.0	-1.5	1.0	1.2	15.2	9.1
COc1cccc(C2=NOC(C(=O)NCc3ccccc3)C2)c1 (centres undefined)	.	4.6	-30.5	-6.5	45.3*	-1.2	0.6	16.6	-26.4
CCS(=O)(=O)c1ccc(C(=O)NC2CC2)c(Cl)c1Cl	4.9	-3.4	-8.3	-15.7	4.4	0.7	-0.5	-11.9	17.4
Cc1cccc(C2c3[nH]c4ccccc4c3CCN2C(=O)Cc2nc(-c3ccccc3)n[nH]2)n1 (centres undefined)	4.2	-2.6	24.1	15.9	-10.5	-0.9	-1.0	-8.2	-22.7
c1ccc(CN2C3=NCCCN3c3ccccc32)cc1	15.1	10.9	-2.1	-4.8	4.4	0.2	1.0	-7.0	3.1
COc1ccc(OC)c2[nH]c(=O)c(CCNC(=O)c3ccc4c(c3)OCO4)cc12	3.2	-14.0	-18.3	9.3	3.2	0.0	-1.7	11.1	-34.5
CC(=O)C(=Cc1ccc(C(=O)O)cc1)C(C)=O	5.9	-6.4	-2.7	-8.8	1.0	0.3	-0.6	10.4	-15.5
CC(C)CCn1c(-c2nonc2N)nc2ccccc21	10.9	2.5	-54.3	59.1	16.6	0.7	-1.3	3.2	69.7*
Cn1c(SCc2ccc(F)cc2)nnc1-c1cccs1	12.5	-3.5	-5.7	39.1	-0.2	0.0	-0.1	12.5	0.2
Cc1cccc(NC(=O)C2CCN(S(=O)(=O)c3cccs3)CC2)n1	2.6	-0.8	11.6	55.4	3.0	2.6	5.7	4.1	-15.8
COc1ccc(C)cc1NC(=O)C1CCCN1S(=O)(=O)c1ccc2c(c1)CCC(=O)N2 (centres undefined)	6.3	5.5	5.9	-6.7	4.4	-0.5	-0.7	-31.8	-4.6
O=C(Cc1ccc(F)cc1)N/N=C/c1ccc2c(c1)OCO2	6.5	0.3	-1.2	3.4	-1.6	0.7	1.9	7.7	-37.4
OC(COc1ccc2c(c1)OCO2)CN1CCN(c2ccccc2)CC1 (centres undefined)	7.5	-5.9	-16.6	-11.0	9.1	0.5	0.5	22.9	-24.0
CC(NCc1ccccc1OC1CCCC1)c1ccccc1 (centres undefined)	6.1	0.3	6.5	11.4	.	-0.2	-1.3	-7.8	41.5
CCOc1cccc(-c2nn3c(-c4ccccn4)nnc3s2)c1	7.6	3.2	-13.9	-12.8	1.7	-0.2	-0.7	23.8	16.3
Cc1ccc2[nH]c(C)c(CC(=O)O)c2c1	5.9	-0.3	6.4	4.2	-3.0	0.9	-0.6	4.8	17.8
CCOC(=O)C1=C(N)N(c2ccc(N3CCCCC3)cc2)C(=O)C1	19.1	-11.2[fluorescence artefact?]	4.0	23.6	-4.3	-0.3	1.2	3.9	-10.1
COc1cccc(C2C3(C#N)C(N)=NC(OC)(OC)C23C#N)c1 (centres undefined)	8.1	-2.6	-4.2	-7.4	3.6	1.0	0.4	-1.0	-0.6
CCOc1cc(C=O)ccc1OCC(N)=O	7.3	-13.6	-0.4	-5.8	1.0	1.0	1.8	6.1	38.3
Cc1ccc(C)c(-n2c(SCC(N)=O)nnc2-c2ccccn2)c1	7.6&10.4	-6.3	-5.3	-5.9	-1.8	1.5	2.0	-6.2	-6.3&-26.6
O=C(Nc1ccccc1C(=O)N1CCOCC1)c1ccncc1	15.9	7.6[fluorescence artefact?]	22.1	3.5	3.0	-0.1	0.1	-6.6	-8.9
COc1ccccc1NC(=O)CNC(=O)c1ccc(F)cc1	9.8	7.7	4.6	22.6	-0.9	0.1	-1.0	21.9	8.2
COc1cc(C(=O)Oc2c(CN3CCOCC3)cc(Cl)c3cccnc23)cc(OC)c1OC	.	5.2	-14.6	28.5	-4.4	0.8	0.7	-18.1	11.8
CC(C)CNS(=O)(=O)c1ccc(CCC(=O)NCc2ccncc2)cc1	6.1	5.9	5.2	-2.1	0.3	0.6	-0.3	19.8	-27.3
COc1ccc(NC(C(=O)Nc2cccc(C(C)=O)c2)c2ccccc2)cc1 (centres undefined)	8.2	3.7	12.1	-7.4	1.2	-0.4	-1.5	4.6	-1.7
COC(=O)c1cc(OC)ccc1-c1ccc(OC)cc1	15.2	4.5	15.1	12.0	-0.2	-1.4	-0.6	10.7	25.6
CCCCN(C)C(=O)CSc1nc(NCc2ccc(OC)cc2)c2ccccc2n1	3.1	-10.6	-17.6	9.4	6.8	-1.6	-2.9	-0.2	-20.1
c1ccc2c(c1)nnn2Cc1nnc2sc(-c3ccc4c(c3)OCCO4)nn12	18.7	-0.8	10.2	3.7	3.5	0.1	-0.6	10.6	-12.3
O=C(Cn1nnc(N2CCCC2)n1)N/N=C/c1ccc(Cl)cc1	5.9	-6.2	-6.7	13.2	.	1.3	2.8	-11.1	-42.3
c1ccc(CNc2nc(N3CCN(Cc4ccccc4)CC3)nc3ccccc23)cc1	9.6	12.2	24.1	69.5	.	0.1	-1.4	37.1	26.4
COc1ccc(CNC(=O)CSc2ncnc3nc[nH]c23)cc1	11.0	5.5	6.5	18.3	-0.9	0.1	2.1	-8.7	14.0
COCCn1c(COc2ccc(Cl)cc2)nnc1SCC(N)=O	5.9	2.3	1.1	4.7	-3.2	0.3	0.2	8.9	10.5
Cc1cc(C(=O)NC(C)C2CCCO2)no1 (centres undefined)	7.2	-1.7	5.7	6.6	-7.9	0.6	2.7	-3.8	2.6
COc1ccc2c(c1)c(=O)c(C(=O)O)c(-c1ccc3c(c1)OCO3)n2C	15.0	-11.1	-23.6	8.5	0.3	0.8	0.3	17.3	24.1
Cn1c(=O)c2cn(Cc3ccc(Cl)cc3)cc2n(C)c1=O	19.4	-5.4	-3.4	8.8	1.3	-0.1	-2.0	4.7	21.5
c1ccc(CN2CCCC3(CCCN(Cc4nc(COc5ccccc5)no4)C3)C2)cc1 (centres undefined)	7.3	-17.4	9.2	50.1	5.0	1.3	-0.2	3.1	5.7
COc1ccc(Cl)cc1C(=O)NNC(=S)NC1CCCCC1	5.9	-14.5	-7.3	8.8	.	-0.5	1.0	12.5	-22.2
CCNc1nc(NC(C)C)nc(NS(=O)(=O)c2ccc(Cl)cc2)n1	8.4	-1.1[fluorescence artefact?]	6.9	-11.2	-0.7	-0.4	0.2	-5.9	19.9
O=C(CCC(=O)N1CCN(S(=O)(=O)c2ccc3ccccc3c2)CC1)Nc1cc(Cl)cc(Cl)c1	4.6	-10.6	21.9	66.7	-4.8	-0.1	0.9	23.8	-22.8
Cc1coc(C)c1C(=O)CC1(O)C(=O)N(CCc2ccccc2)c2ccccc21 (centres undefined)	2.6	4.8	-25.5	15.9	-2.1	-0.5	-1.1	14.6	11.7
COc1ccc(CCNC(=O)c2cc(C(=O)c3cc(Cl)ccc3O)cn(CCc3ccc(OC)cc3)c2=O)cc1	9.8	5.3[fluorescence artefact?]	-14.5	6.8	-4.8	0.7	-0.1	22.4	-16.5
NC(=S)Nc1cnc2ccccc2c1	0.5	10.8	-6.8	-32.5	-1.3	-0.1	0.8	11.2	-0.2
CCN(CC)S(=O)(=O)c1ccc2c(c1)c(=O)c(C(=O)NCCOC)cn2C	3.8	7.6	-0.4	31.9	-2.6	0.1	1.5	-0.4	5.0
COc1ccc(C(=O)Nc2ccc(NC(=O)c3cnccn3)cn2)cc1	12.3&-2.8	-1.4	24.8	-7.8	2.8	0.6	0.2	14.4	-15.7&-8.4
O=C(/C=C/c1cccc([N+](=O)[O-])c1)Nn1c(-c2ccccc2F)nc2ccccc2c1=O	17.5	-13.4[fluorescence artefact?]	-89.4	26.8	46.1*	0.1	-0.9	19.0	24.8
COc1cccc(N(C(=O)Cn2nnc3ccccc32)C(C(=O)NCc2ccco2)c2cccnc2)c1 (centres undefined)	9.1	10.1[fluorescence artefact?]	-8.0	4.1	-4.7	2.4	-0.3	-9.2	19.2
CCN=C1SC(C(=O)Nc2ccc(Cl)c(Cl)c2)CC(=O)N1CC (centres undefined)	.	3.5[fluorescence artefact?]	-0.7	73.6*	6.8	1.4	2.7	6.0	-3.5

One compound at a time, as listed above. Order of screens: PGE2 EP2 inh | 14-3-3 Bad inh | NPY1 pot ag | CHOP inhibitor | NPY Y1 blocker | TRPML3 ag | TRPN1 ag | PPC-1+TRAIL kill | EP2 mod
Results for `COc1ccccc1NC(=O)CNC(=O)c1ccc(F)cc1` → 9.8 | 7.7 | 4.6 | 22.6 | -0.9 | 0.1 | -1.0 | 21.9 | 8.2
Results for `COc1ccc(CCNC(=O)c2cc(C(=O)c3cc(Cl)ccc3O)cn(CCc3ccc(OC)cc3)c2=O)cc1` → 9.8 | 5.3[fluorescence artefact?] | -14.5 | 6.8 | -4.8 | 0.7 | -0.1 | 22.4 | -16.5

Only part of the results is shown; the hit share may differ from the screen's.
